# TDP2 inh = blocks human TDP2 phosphodiesterase activity | inhibition, % at 12.8 µM | AID 720702 | recombinant TDP2, T5PNP hydrolysis, p-nitrophenol absorbance 415 nm | 370,000 compounds, 0.34% hits | O95551;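 active means inhibition above the mean of all tested compounds plus 3 SD, set per campaign, cut at about 25% in these data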;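 further: 0% = DMSO with enzyme and 100% = buffer with substrate but no TDP2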
# Target sequence (O95551 whole entry, looked up): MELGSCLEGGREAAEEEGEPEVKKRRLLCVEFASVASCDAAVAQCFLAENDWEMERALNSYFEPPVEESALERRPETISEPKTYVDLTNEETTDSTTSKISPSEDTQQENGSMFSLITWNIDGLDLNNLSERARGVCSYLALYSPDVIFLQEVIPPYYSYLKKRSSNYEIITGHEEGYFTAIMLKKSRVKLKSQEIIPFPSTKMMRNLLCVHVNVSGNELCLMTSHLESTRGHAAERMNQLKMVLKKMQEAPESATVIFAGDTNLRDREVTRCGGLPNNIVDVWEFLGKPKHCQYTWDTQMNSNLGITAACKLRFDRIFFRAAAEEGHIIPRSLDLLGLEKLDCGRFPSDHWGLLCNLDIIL
#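 Assay system: recombinant human TDP2 / Reagent: T5PNP substrate at 5 mM, a TopII-DNA adduct mimic / Measured by: epi absorbance from released p-nitrophenol / Evaluation: % inhibition relative to enzyme-containing and enzyme-free wells / Control set: enzyme-free and DMSO wells / Replicates: each compound tested once, singlicate / Schedule: enzyme reaction with compound for 2 h at 37 °C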
# ASAP1 inh = blocks human ASAP1-stimulated Arf1 GTP hydrolysis | Q9ULH1 | AID 624377 | inhibition, % at 16.5 µM | 360,000 compounds, 0.19% hits | GDP FP detection; in the data active means inhibition above about 25%;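 further: 0% = vehicle with enzyme and substrate and 100% = no enzyme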
# proKLK7 act = activators of human kallikrein-7 zymogen; purified proKLK7, EDANS-DABCYL substrate fluorescence; 100% is mature enzyme control, 0% vehicle; activation, % at 7 µM; 370,000 compounds, 0.9% hits; AID 652039;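 active means activation above the mean of all tested compounds plus 3 SD, computed per campaign excluding outliers beyond control limits, cut at about 13% in these data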
# ADAM10 inh = inhibitors of human ADAM10; 370,000 compounds, 0.62% hits; O14672; AID 720582; inhibition, % at 7 µM; recombinant ADAM10, EDANS/DABCYL FRET peptide cleavage, 3 h;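 active means inhibition above a per-campaign cutoff equal to the mean of compounds falling between control-based bounds plus 3 SD, cut at about 20% in these data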;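 further: 0% = DMSO wells while the 100% control is not disclosed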
# ARFGAP1 inhibitor = inhibitors of rat ARFGAP1; Q62848; Arfgap1-stimulated ARF1 GTP hydrolysis, GDP FP detection; inhibition, % at 16.5 µM; 360,000 compounds, 0.26% hits; AID 651572;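 active means inhibition above a per-plate limit, mean inhibition of low control wells plus 3 SD, cut at about 25% in these data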;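 further: 0% = DMSO wells with enzyme and 100% = wells lacking Arfgap1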
# Target sequence (Q62848 1-136 limits assumed): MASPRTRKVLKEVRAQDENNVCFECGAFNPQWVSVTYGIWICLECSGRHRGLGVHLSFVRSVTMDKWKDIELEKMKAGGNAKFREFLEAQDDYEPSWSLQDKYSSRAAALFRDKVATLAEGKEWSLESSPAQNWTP
#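 Replicates: Single well per compound | Assay system: Truncated rat Arfgap1 GAP domain | Control set: No-Arfgap1 wells (100%) versus DMSO full-reaction wells (0%) | Times: Enzyme reaction 120 min at 25 °C after 20 min preincubation | Reagent: Human ARF1(Δ1-17)-GTP substrate | Measured by: Tracer-displacement fluorescence polarization with EDTA stop, 620/688 nm | Measure: Percent inhibition of Arfgap1-stimulated GTP hydrolysis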
# LEDGF integ inh = blocks HIV-1 LEDGF/p75-dependent DNA integration; TR-FRET IN-LEDGF/p75 DNA integration, Eu/Cy5; AID 743269; inhibition, % at 3.7 µM; 370,000 compounds, 0.64% hits;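 active means inhibition above the screen-wide mean plus 3 SD, cut at about 13% in these data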;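 further: signal is the Cy5 over europium emission ratio at 671 and 618 nm; 0% = plate median of compound wells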
# Tn6 DDE FP = disrupts Tn6 cyclic peptide binding to fibrin D-Dimer-E complex; 370,000 compounds, 0.21% hits; inhibition, % at 8.3 µM; Fibrin DD(E) TRITC-Tn6 fluorescence polarization displacement; AID 720509; P02675;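 active means inhibition above a per-campaign cutoff: mean of compounds within control limits plus 3 SD, cut at about 15% in these data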;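 further: 0% = median of all compound wells on the plate and 100% = blocking peptide control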
# DDE Tn7 FP inh = inhibitors of Tn7 peptide binding to human fibrin DD(E); P02675; FP displacement of FITC-Tn7 peptide from fibrin DD(E); 0% = median of compound wells per plate; inhibition, % at 8.3 µM; 370,000 compounds, 0.13% hits; AID 720508;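 active means inhibition above the mean of compounds falling within the control limits plus 3 SD of them, cut at about 14% in these data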;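 further: 0% = plate median of compound wells and 100% = 10 µM Aha-Tn7 peptide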
#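 Assay system: human fibrin DD(E). Input: DD(E) 2 µM final. Medium: Tris buffer with calcium and detergent, pH 7.8. Compound dosing: single point at 8.3 µM. Timing: 10 min plus 3 h, room temperature. Technique: fluorescence polarization of the labelled Tn7 tracer. Read-out: percent inhibition. Replicates: singlicate testing.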
# PLCg1 inh = inhibitors of human phospholipase C gamma1; 370,000 compounds, 0.84% hits; purified PLC-gamma1, fluorogenic substrate, fluorescence; AID 720700; inhibition, % at 12.2 µM; P19174; in the data active means inhibition above about 9.5%
# ADAM17 inh = inhibitors of human ADAM17. recombinant ADAM17, EDANS/DABCYL FRET peptide cleavage. inhibition, % at 6.95 µM. 370,000 compounds, 0.83% hits;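 active means inhibition above the mean of compounds lying between control limits plus 3 SD, set per campaign, cut at about 8.5% in these data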;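 further: 0% = DMSO-only wells as the low control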
# Target sequence (P78536 215-824 limits assumed): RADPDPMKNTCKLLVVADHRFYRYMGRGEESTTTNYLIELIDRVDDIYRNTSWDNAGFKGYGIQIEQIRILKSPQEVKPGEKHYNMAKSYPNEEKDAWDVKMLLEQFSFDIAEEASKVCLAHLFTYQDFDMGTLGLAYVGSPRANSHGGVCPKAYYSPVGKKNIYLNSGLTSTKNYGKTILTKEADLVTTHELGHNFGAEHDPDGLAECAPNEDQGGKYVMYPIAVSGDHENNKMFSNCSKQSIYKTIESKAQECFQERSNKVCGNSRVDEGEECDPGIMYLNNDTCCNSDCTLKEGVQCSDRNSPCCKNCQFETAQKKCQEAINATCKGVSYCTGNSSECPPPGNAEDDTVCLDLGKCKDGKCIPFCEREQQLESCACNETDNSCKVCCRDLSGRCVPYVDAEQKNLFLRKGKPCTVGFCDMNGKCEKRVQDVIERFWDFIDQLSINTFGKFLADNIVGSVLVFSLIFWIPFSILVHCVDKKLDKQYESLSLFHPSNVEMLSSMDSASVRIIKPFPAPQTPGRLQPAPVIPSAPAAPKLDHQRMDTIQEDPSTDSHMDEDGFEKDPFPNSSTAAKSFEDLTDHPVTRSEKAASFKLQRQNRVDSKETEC
# * = called active by the depositor; i = inactive; nt = not tested or not shown. Compounds were not picked by outcome; any-hit rate near 4.2%.
SMILES,TDP2 inh,ASAP1 inh,proKLK7 act,ADAM10 inh,ARFGAP1 inhibitor,LEDGF integ inh,Tn6 DDE FP,DDE Tn7 FP inh,PLCg1 inh,ADAM17 inh
C=C(C)COc1ccc(-c2[nH]ncc2-c2ccc(OC)c(OC)c2)c(O)c1,-6,15,-0.5,1,11,-2,-3,-3,0,3
CN(C(=O)COc1ccc(Cl)cc1Br)C1CCCCC1,-4,3,-0.2,-15,6,-5,7,3,0,3
COc1ccccc1NC(=O)C1CCCN(S(=O)(=O)c2ccc3[nH]c(=O)ccc3c2)C1 (stereo unspecified),0,-13,-0.1,-11,-10,0,-4,-8,1,-2
CC(=O)Nc1cc(-c2ccc(N3CCN(C)CC3)cc2)cn2c(-c3ccc(F)c(Cl)c3)cnc12,0,0,-1.1,-50,14,-2,-2,-3,-245,-13
Cc1ccc(N2CCN(CCc3nc4cc(NS(C)(=O)=O)ccc4n3C)CC2)cc1,11,-5,-4.0,-13,-1,1,-1,4,-1,-10
Cc1cccc(CSc2nnc(CCCCCNC(=O)OC(C)(C)C)o2)c1,0,-1,0.5,-5,-2,2,4,-1,3,-1
CN(C(=O)c1cccc(C#CC(C)(C)O)c1)C1CCCN(Cc2ccccc2F)C1 (stereo unspecified),9,2,0.3,2,-4,1,-5,1,2,-1
NC(=O)COc1ccc(NC(=O)OCc2ccccc2)cc1,0,-4,-0.1,-9,-1,0,-2,-5,-3,-4
O=C(CNC(=S)N(Cc1ccc(F)cc1)C1CCCCC1)NCC1CCCO1 (stereo unspecified),7,4,0.0,-1,-5,1,-4,-3,-1,0
CCc1nnc(NC(=O)CSc2nccn2-c2cccc(C)c2)s1,-9,11,-0.3,-2,2,1,8,5,-1,1
Cc1c(O)cc2c(c1O)C(=O)CC(c1ccc(O)cc1)O2 (stereo unspecified),-2,14,0.1,-3,1,22*,7,7,0,1
COc1ccccc1NS(=O)(=O)c1ccc(C(=O)NCC(c2ccco2)N2CCCCC2)cc1 (stereo unspecified),1,-4,0.6,0,2,3,6,-6,1,0
COc1ccc(C(=O)CSc2nnc(-c3cc(C)on3)o2)cc1,-5,-5,-0.7,2,8,8,-1,5,2,0
O=C(CCc1nc(-c2ccccc2F)no1)NCCc1ccc(F)cc1,6,nt,-0.4,-3,nt,-1,6,9,-1,-2
CCC(C)(C)n1nnnc1C(c1cccnc1)N1CCC(Cc2ccccc2)CC1 (stereo unspecified),4,0,0.0,2,-6,1,7,8,1,0
CC(C)N(C(=O)[C@H]1C[C@H](CC(=O)NCCCn2ccnc2)C(=O)N2CCc3c([nH]c4cc(-c5ccco5)ccc34)[C@]12C)C(C)C,-5,5,5.9,-81,7,2,-4,0,-73,-20
COc1cc(/C=N/NC(=O)COc2ccc(Cl)cc2)ccc1OS(=O)(=O)c1ccc(C)cc1,9,10,-0.7,27*,20,-2,5,0,3,11*
COc1ccc(C(=O)N/C(=C\c2ccccc2)C(=O)NCCCn2ccnc2)cc1,-14,3,0.3,5,-7,0,3,-1,-3,1
Cc1cc(NC(=O)CSc2n[nH]c(-c3cccs3)n2)no1,-9,-1,0.1,11,3,4,-6,4,1,1
N/N=C(\Cc1cscn1)c1ccc(O)cc1O,-3,0,-0.7,-9,-9,5,2,0,-33,-6
O=C(NCCCn1ccnc1)C(=O)NCC1OCCN1S(=O)(=O)c1ccc(Cl)cc1 (stereo unspecified),-1,-3,0.3,-2,9,5,-1,2,3,-4
COc1ccc(CCN2CC(C(=O)N3CCC(OC)CC3)CCC2=O)cc1 (stereo unspecified),10,1,0.2,0,7,-3,-3,-1,-2,-3
N#CC1(NC(=O)COC(=O)c2cc([N+](=O)[O-])ccc2N2CCCC2)CCCCC1,-7,-2,0.7,-9,6,-4,-8,4,4,0
CCN(C(=O)c1cc2c(=O)[nH]c3ccc(C)cc3c2s1)c1ccc(F)cc1,-7,12,-1.5,-24,14,1,-10,10,2,-4
CCCCc1ncc(CN2CCC(n3nccc3NC(=O)c3ccccc3Cl)CC2)[nH]1,8,18,0.1,-10,5,-1,0,-8,0,-5
CCCn1c(-c2ccc(OC)cc2)nc2nc3ccccc3nc21,2,-12,-4.0,-424,5,-2,10,4,-259,-125
NC(=S)NN=Cc1cc(-c2cccc(N)c2)ccn1,2,-5,-0.3,-9,3,-3,-9,5,3,-4
CCc1nc2c(c(=O)[nH]1)C1(CCCC1)Cc1ccccc1-2,8,-3,0.0,7,-2,-2,-1,0,3,2
Cc1nnc(SCC(=O)N2CCOCC2)n1C,1,-1,0.1,-11,-10,0,-3,5,-2,-5
CCCCC(=O)Nc1ccc2c(c1)nc(CCN1CCOCC1)n2C,-7,3,0.2,-105,-11,-2,-11,5,-3,-39

# Three entries from above in a different format:
SMILES	TDP2 inh	ASAP1 inh	proKLK7 act	ADAM10 inh	ARFGAP1 inhibitor	LEDGF integ inh	Tn6 DDE FP	DDE Tn7 FP inh	PLCg1 inh	ADAM17 inh
Cc1ccc(N2CCN(CCc3nc4cc(NS(C)(=O)=O)ccc4n3C)CC2)cc1	11	-5	-4.0	-13	-1	1	-1	4	-1	-10
Cc1cccc(CSc2nnc(CCCCCNC(=O)OC(C)(C)C)o2)c1	0	-1	0.5	-5	-2	2	4	-1	3	-1
CN(C(=O)c1cccc(C#CC(C)(C)O)c1)C1CCCN(Cc2ccccc2F)C1 (stereo unspecified)	9	2	0.3	2	-4	1	-5	1	2	-1

# Continuation.
SMILES,TDP2 inh,ASAP1 inh,proKLK7 act,ADAM10 inh,ARFGAP1 inhibitor,LEDGF integ inh,Tn6 DDE FP,DDE Tn7 FP inh,PLCg1 inh,ADAM17 inh
COc1ccc(C(=O)c2[nH]c(N)c(C(=O)NCCc3c[nH]c4ccccc34)c2-c2ccc(Br)cc2)cc1,-4,14,2.7,-18,12,1,-3,2,-18,5
COc1ccccc1CNC(=O)C(NC(=O)Nc1ccccc1)C(C)C (stereo unspecified),17,-10,0.3,-4,4,2,7,0,-3,-2
COc1ccc(-c2c(C)c3cc(O)ccc3oc2=O)cc1OC,-1,-1,-0.6,-2,-9,5,-12,2,-65,-7
COc1ccc(CNC(=O)/C=C/c2ccco2)cc1OC,6,6,0.6,-7,10,-4,-4,3,0,-4
CN(Cc1ccc(Cl)c(Cl)c1)C(=O)c1[nH]c(C(F)(F)F)nc1-c1ccccc1,-5,1,0.9,0,4,1,3,2,5,5
CSc1ccccc1NC(=O)CSc1n[nH]c(N)n1,-5,-9,0.6,0,2,5,-9,-2,0,0
O=C(Nc1ccc2c(c1)OCO2)N1CCN(c2ccccc2)CC1,14,5,0.1,-1,4,0,-3,1,-3,-4
CC(=O)c1cccc(NC(=O)c2cc(C)nn2-c2ccccc2)c1,0,7,-0.1,-1,-15,0,4,3,-1,-4
COc1ccccc1Cc1c(-c2ccc(C)cc2)nc2c3ccccc3ccn12,2,-9,-8.1,-32,-7,-4,-2,8,-15,-13
CCNS(=O)(=O)c1ccc(CCC(=O)N2CCN(c3ccccc3F)CC2)cc1,-7,9,0.2,7,14,-3,6,8,-3,-5
COc1ccc(CN2CCNC(=O)C2CC(=O)NCCc2cnccn2)cc1C (stereo unspecified),-9,-9,-0.2,-10,-1,2,3,-4,2,4
Cc1ccc(C)c2[nH]c(=O)c(CCNC(=O)CCc3ccccc3)cc12,-4,8,0.4,-11,-3,-3,2,1,1,-5
Cc1noc(C)c1NC(=O)N(C)C[C@H]1OCCCC[C@@H](C)Oc2ccc(NC(=O)c3ccccc3)cc2C(=O)N([C@H](C)CO)C[C@@H]1C,-3,4,-0.4,-7,12,4,-2,-8,1,1
CCN(CC(=O)Nc1c(F)cccc1F)C(=O)CCc1c[nH]c2ccccc12,10,8,0.0,4,1,4,-3,2,-1,0
O=C1C2C(c3cccc(/C=C/c4ccccc4)c3)CC=CC2C(c2ccc(C(F)(F)F)cc2)N1Cc1ccccc1 (stereo unspecified),7,6,0.2,-2,1,-2,4,-5,3,2
O=C(/C=C/c1ccccc1)C1=C(O)C(=O)N(CCO)C1c1cccc([N+](=O)[O-])c1 (stereo unspecified),-3,-2,-0.5,-3,-15,-2,-1,7,1,1
CCOc1ccc(C(=O)Nc2ccccc2NC(C)=O)cc1OCC,-2,6,0.0,-11,-2,-1,-3,4,-2,-5
CC1=NN(C(=O)c2csc(C)c2C)C(O)(C(F)(F)F)C1 (stereo unspecified),-7,-10,-0.6,0,8,-3,0,-2,-2,0
Cc1ccc(C(=O)c2sc3c(c2N)c(=O)[nH]c(=O)n3CCc2ccccc2)cc1,9,1,-1.9,5,3,-1,-7,3,-14,-4
O=C(COC(=O)CNS(=O)(=O)c1c(Cl)cccc1Cl)Nc1cccnc1Cl,-5,-11,0.0,-9,-3,2,-3,-1,-3,-3
Cn1c(SCC(=O)Nc2ccccc2[N+](=O)[O-])nnc1C(F)(F)F,-4,-4,-0.5,-5,10,-1,-2,-2,1,-3
O=C(CCc1nc2ccccc2c(=O)[nH]1)NCCN1C(=O)S/C(=C\c2ccc(Cl)cc2Cl)C1=O,-18,11,-0.6,-18,6,-5,-4,4,-12,-2
CCOC(=O)C1CCN(C(=O)Cn2nc(C)n3c(cc4cc(C)ccc43)c2=O)CC1,-8,5,-0.2,-22,14,-2,-9,-2,-1,-9
CNC(=S)Nc1cc(C)ccc1OC(F)F,7,-7,-0.1,-10,-12,1,-2,-1,-1,0
COC(=O)c1cc2c(s1)-c1ccc(OC)cc1CC2,7,0,-106,i,-3,2,-1,5,-403,i
C=C1N(c2ccc(Cl)cc2)C(=O)OC1(C)C,-5,1,-0.3,8,9,2,-2,5,6,2
Cn1c(-c2ccccc2)c[n+]2c1-c1ccccc1C2,-1,3,0.8,0,-3,-2,5,5,-1,-5
Cn1c(=O)c2c([nH]c(=S)n2CCCc2ccccc2)n(C)c1=O,3,13,0.1,7,7,2,-6,2,-2,0
CN1CCN(CCCNC(=O)c2cc3c(=O)oc4ccccc4c3s2)CC1,2,2,0.4,-13,6,0,4,-1,-2,-7
COc1ccccc1-c1cc(NC=O)c2ncc(-c3cccc(C(F)(F)F)c3)n2c1,14,0,0.4,-16,-1,-3,3,3,-6,-5
COc1ccc(N2CCN(C(=O)C3CC(O)CN3S(=O)(=O)c3ccc([N+](=O)[O-])cc3)CC2)cc1 (stereo unspecified),-9,3,0.1,5,-6,-1,2,-1,4,0
c1ccc(-c2nc(-c3ccco3)n3ccccc23)cc1,11,-8,-3.0,-71,9,5,0,-3,-77,-19

# Assay outcomes deposited in PubChem by The Scripps Research Institute Molecular Screening Center.
